Glioma ERSR ind = ER stress response induction in glioma; U87-MG GRP78 promoter luciferase reporter, 16 h; Potency, µM, without a hit: top-dose activation, most hits filed as activators; actives 0.02% (n = 420,000); note: potency is the fitted concentration of half-maximal effect; series mostly up to about 76 µM; % of control where 0% means no effect; nearly all actives have a fitted effect of over 35% in size
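ERSR induction read as luciferase luminescence (Bright-Glo, 10 min at room temperature) in stably transfected human U87-MG glioma cells exposed to compounds for 16 h, using GRP78 as sensor.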
rTrxR1 inhibitor = rat TrxR1 inhibition; recombinant rTrxR1, NADPH fluorescence consumption, selenite substrate; O89049; Potency, µM (doses to about 114 µM), without a hit: at the highest dose activity change, negative = inhibition, most hits filed as inhibitors; actives 1% (n = 390,000); note: potency is the fitted concentration of half-maximal effect; % is set by controls: 0 for no effect and ±100 for the full control effect; nearly all actives have a fitted effect of over 65% in size
Target sequence (O89049 whole entry, looked up): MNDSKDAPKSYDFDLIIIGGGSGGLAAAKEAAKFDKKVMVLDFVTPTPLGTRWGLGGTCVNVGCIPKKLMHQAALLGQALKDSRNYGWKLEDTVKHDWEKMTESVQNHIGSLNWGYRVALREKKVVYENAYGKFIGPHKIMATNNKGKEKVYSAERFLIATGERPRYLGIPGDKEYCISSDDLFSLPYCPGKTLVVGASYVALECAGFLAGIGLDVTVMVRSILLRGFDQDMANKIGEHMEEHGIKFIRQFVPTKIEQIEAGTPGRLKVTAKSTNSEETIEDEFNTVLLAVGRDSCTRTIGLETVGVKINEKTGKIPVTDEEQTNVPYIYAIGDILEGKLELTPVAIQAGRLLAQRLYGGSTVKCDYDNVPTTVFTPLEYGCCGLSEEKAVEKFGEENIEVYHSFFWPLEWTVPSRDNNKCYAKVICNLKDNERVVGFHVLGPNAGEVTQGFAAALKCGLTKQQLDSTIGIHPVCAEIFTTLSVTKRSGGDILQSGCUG
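Rat TrxR1 (90 nM in the dispensed reagent) was pre-reduced with 400 uM NADPH for 5 min at room temperature, then incubated with compound for 15 min. After 400 uM selenite was added, NADPH fluorescence (Ex 340/Em 450 nm) was followed for 8 min.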
TrxR1 substrate = rat thioredoxin reductase 1 substrate activity | Potency, µM (doses to about 114 µM), for the others: top-dose activity change, negative = substrate turnover | actives 0.01% (n = 390,000) | O89049 | purified TrxR1 substrate turnover, NADPH consumption readout; note: potency is the fitted concentration of half-maximal effect; % is set by controls: 0 for no effect and ±100 for the full control effect; nearly all actives have a fitted effect of over 50% in size
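Rat TrxR1, dispensed at 90 nM, was prereduced with 400 uM NADPH (final) for 5 min at ~22 deg C, then incubated with compound 15 min before 400 uM selenite. A first-read NADPH fluorescence drop versus no-compound background flagged substrates.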
USP1 inh = USP1/UAF1 (human) deubiquitinase inhibition; recombinant USP1/UAF1, Ub-Rhodamine cleavage fluorescence; Potency, µM (top dose mostly 57.1 µM), without a hit: at the highest dose activity change, negative = inhibition, usual class: inhibitors; actives 0.23% (n = 390,000); AID 743255; note: potency is the fitted concentration of half-maximal effect; % is set by controls: 0 for no effect and ±100 for the full control effect; nearly all actives have a fitted effect of over 60% in size; inactives centre near -12
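Step one: compound is pinned into 1nM USP1/UAF1 in HEPES pH 7.8 buffer with TCEP. Step two: 15 min room-temperature incubation. Step three: Ub-Rho (150nM final) starts cleavage, tracked by fluorescence over six one-minute reads.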
Vif-A3G inh = inhibitors of Vif-APOBEC3G interaction. Potency, µM (titrated, usually from 46.1 µM), for inactives: at the highest dose activity, negative = active, most hits filed as inhibitors. Q9HC16. actives 0.076% (n = 410,000). HeLa A3G-eYFP + Vif (tagged APOBEC3G with the HIV-1 protein that degrades it), YFP fluorescence, overnight. AID 602310;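 note: potency is the fitted concentration of half-maximal effect; % is set by controls: 0 for no effect and ±100 for the full control effect; nearly all actives have a fitted effect of over 60% in size; hits raise eYFP signal because A3G escapes Vif-driven loss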
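Read-out is eYFP fluorescence (Ex 488/Em 500-530) from Vif-expressing HeLa A3G-eYFP cells; more signal means A3G escaped Vif-mediated degradation. Cells plated overnight, compound pinned in, incubated overnight at 37 deg C.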
IDH1 R132H inh = blocks human mutant IDH1 R132H enzyme; O75874; IDH1-R132H enzyme, NADPH consumption, diaphorase/resazurin fluorescence; Potency, µM (top dose mostly 76.6 µM), for the others: top-dose activity change, negative = inhibition, usual class: inhibitors; actives 0.093% (n = 390,000); note: potency is the fitted concentration of half-maximal effect; % is set by controls: 0 for no effect and ±100 for the full control effect; nearly all actives have a fitted effect of over 65% in size
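IDH1-R132H (0.5 ug/mL dispensed) in pH 7.5 Tris buffer was preincubated 30 min with compound, then given a substrate mix of 0.016 mM NADPH and 2 mM alpha-KG for 80 min at room temperature; remaining NADPH was read by diaphorase/resazurin fluorescence.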
RGS4 inh = inhibitors of human regulator of G protein signaling 4; Transcreener GDP fluorescence polarization, RGS4-accelerated GTP hydrolysis; AID 504845; P49798; Potency, µM (doses to about 114 µM), without a hit: at the top dose activity change, negative = inhibition, most hits filed as inhibitors; actives 0.039% (n = 390,000); note: potency is the fitted concentration of half-maximal effect; % is set by controls: 0 for no effect and ±100 for the full control effect; nearly all actives have a fitted effect of over 75% in size; some results filed as inactive show a strong effect at the top dose
Target sequence (P49798 whole entry, looked up): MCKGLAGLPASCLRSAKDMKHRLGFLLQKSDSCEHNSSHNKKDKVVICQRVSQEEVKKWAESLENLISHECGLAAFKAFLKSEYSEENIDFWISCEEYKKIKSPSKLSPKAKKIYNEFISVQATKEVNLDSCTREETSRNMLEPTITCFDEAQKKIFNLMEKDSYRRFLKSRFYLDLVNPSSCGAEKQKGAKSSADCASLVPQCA
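MLSMR compounds (23 nl, pin-transferred) preincubated 10 min at room temperature with a 500nM (2x) first reagent, then RGS4 at 900nM (2x) plus Transcreener GDP mix added; fluorescence polarization (620/688 nm) read before and after 90 min at 30 °C.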
LDHA inh = inhibitors of human lactate dehydrogenase A. actives 0.15% (n = 480,000). purified LDHA, NADH/diaphorase-resazurin fluorescence; active compounds read low. activity change, % (values are at about 110 or 230 µM). AID 1347041; in the data active = activity change below about -30%; inconclusive = mostly about -25% to -30%;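 note: plate controls were DMSO wells for no effect and wells without enzyme for full effect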
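LDH5 2 nM; NADH 0.06 mM, pyruvate 0.2 mM; 200 mM Tris pH 7.4, EDTA, Tween-20; 5 min RT. Detection: diaphorase 0.133 mg/mL + resazurin 37 µM, fluorescence ex540/em590 at 0 and 20 min; normalized to enzyme-free and DMSO wells.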
Vif-A3F inh = inhibitors of Vif-A3F interaction; HeLa A3F-eYFP + Vif (tagged APOBEC3F with the HIV-1 protein that degrades it), YFP fluorescence increase; Potency, µM (titrated, usually from 46.1 µM), for the others: at the highest dose activity, negative = active; actives 0.2% (n = 390,000); note: potency is the fitted concentration of half-maximal effect; % of control where 0% means no effect; nearly all actives have a fitted effect of over 65% in size
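Fluorescence increase (Ex 488/Em 500-530) after overnight compound treatment at 37 deg C flags inhibition of Vif-driven A3F-eYFP loss in stable HeLa A3F-eYFP/Vif cells seeded overnight beforehand.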
Active calls of the source: *; ? = inconclusive; · = no result given; & = joins results of further samples; [ ] = remark or other dose. Unless noted, calls come from the whole dose curve; as a rule, active = well fitted curve in the direction sought with a large enough effect; inconclusive = small, poorly fitted or top-dose-only effect, or another doubt; inactive = no such curve, though single readings can be large; an effect the other way counts as inactive or inconclusive.

Codes: A = Glioma ERSR ind; B = rTrxR1 inhibitor; C = TrxR1 substrate; D = USP1 inh; E = Vif-A3G inh; F = IDH1 R132H inh; G = RGS4 inh; H = LDHA inh; I = Vif-A3F inh
1) COc1ccccc1CNC(=O)c1cc2c(s1)-c1ccc(Cl)cc1SC2
  A = -1% | B = 46%[activator] | C = 24% | D = -11% | E = 3% | F = -7% | G = -7% | H = -2 | I = -2%

2) CCCCOc1ccc(S(=O)(=O)Nc2cccc(-c3ccc(N4CCOCC4)nn3)c2)cc1
  A = 3% | B = 24%[57.1 µM] | C = 0%[57.1 µM] | D = -21% | E = 3% | F = -14% | G = -21% | H = 3 | I = 4%

3) CC(C)(CS(=O)(=O)[O-])NC(=O)CC[N+](C)(C)CCO
  A = -4% | B = 23%[57.1 µM] | C = 9%[57.1 µM] | D = 35%[activator] | E = 0% | F = 7% | G = -5%[11.4 µM] | H = -4 | I = 4%

4) CCOC(=O)Cc1csc(NC(=O)CN2CCN(CC)CC2)n1
  A = -1% | B = -22% | C = -17% | D = -4% | E = 4% | F = -11% | G = 8% | H = -1 | I = -4%

5) Cc1ccc(CN2C(=O)C(O)(c3c(C)[nH]c4ccccc34)c3ccccc32)cc1 (stereo not given)
  A = 1% | B = -7% | C = -13% | D = -19% | E = -8% | F = 7% | G = ? | H = 1 | I = ?

6) Cc1ccc(NC(=O)Cn2c(=O)c3ccc(Cl)cc3n3nncc23)cc1
  A = -1% | B = 24% | C = 5% | D = -22% | E = -2% | F = 22% | G = -4% | H = -10 | I = -10%

7) Cc1ccccc1OCC(=O)NCCCNC(=O)c1ccccn1
  A = 3% | B = 30%[57.1 µM] | C = -9%[57.1 µM] | D = ? | E = 0% | F = 6% | G = -4% | H = 0 | I = 13%

8) COc1cc(/C=C2\SC(=S)N(CCC(=O)Nc3ccccc3)C2=O)cc(OC)c1OC
  A = -5% | B = 19%[57.1 µM] | C = 0%[57.1 µM] | D = -22% | E = ? | F = 4% | G = -13% | H = -7 | I = ?

9) O=C(CCN1CCCCC1)N=Nc1c(O)[nH]c2ccccc12
  A = -1% | B = ? | C = -6%[57.1 µM] | D = -12% | E = -1% | F = -9% | G = -35% | H = -13 | I = 8%

10) COc1ccc(C(=O)N2CCCC2)cc1S(=O)(=O)N1CCC(C)CC1
  A = -2% | B = -7% | C = -5% | D = -13% | E = 5% | F = 10% | G = -8% | H = -5 | I = -6%

11) COc1ccc(NC(=O)CSc2ncn[nH]2)c([N+](=O)[O-])c1
  A = -3% | B = 24% | C = 13% | D = -26% | E = 1% | F = 7% | G = -7% | H = -4 | I = -3%

12) Cc1ccc(OCC(=O)NC2CCCC(C)C2C)c([N+](=O)[O-])n1 (stereo not given)
  A = 0% | B = 28% | C = 3% | D = -11% | E = -1% | F = 6% | G = -14% | H = -1 | I = -1%

13) O=C(CCn1c(=O)c2sccc2n(CC(=O)OCc2ccccc2)c1=O)NCc1ccco1
  A = 7% | B = ? | C = 2% | D = 6% | E = 1% | F = -1% | G = -2% | H = -6 | I = 1%

14) CCOC(=O)C1=C(C)N=C2SCCC(=O)N2C1c1cccs1 (stereo not given)
  A = -5% | B = 5%[57.1 µM] | C = 6%[57.1 µM] | D = -2% | E = -4% | F = 4% | G = 45% | H = -5 | I = 0%

15) CCOc1ccc(-n2nc(CO)c(C(=O)NCC(C)O)n2)cc1 (stereo not given)
  A = -1% | B = 40%[activator] | C = 169%[activator] | D = -6% | E = -5% | F = -1% | G = 5% | H = 0 | I = -18%

16) O=C1c2ccccc2C(=O)C1c1ccccc1
  A = -3%&4%&-3% | B = 26% | C = 2% | D = -12% | E = -1% | F = -10% | G = -7% | H = -4 | I = 8%

17) COc1ccc(C(=O)CSc2n[nH]c(C)n2)cc1[N+](=O)[O-]
  A = -3% | B = 1%[57.1 µM] | C = 1%[57.1 µM] | D = -10% | E = 3% | F = -5% | G = ? | H = -3 | I = 11%

18) CCOC(=O)NC(=O)CSc1nnc(C)s1
  A = -4% | B = 8% | C = 10% | D = ? | E = 0% | F = 7% | G = 3% | H = -5 | I = 0%

19) CSc1ccccc1NC(=O)CN(C)CC(=O)Nc1ccccc1F
  A = -3% | B = -10% | C = -9% | D = -1% | E = -11% | F = 5% | G = 21% | H = -31* | I = -9%

20) CCOC(=O)COc1cc(N2C(=O)CSCC2=O)c(Cl)cc1Cl
  A = 0% | B = 14% | C = 13% | D = -17% | E = 0% | F = 0% | G = -14% | H = -14 | I = -3%

21) Cc1cccc(Oc2nc3c(c(=O)n(C)c(=O)n3C)n2Cc2ccccc2)c1C
  A = -3% | B = 17% | C = 7% | D = -24% | E = 6% | F = -8% | G = -3% | H = 2&-1 | I = -10%

22) Cc1ccc2c(c1)nnc1nnc(SCC(=O)O)n12
  A = 0% | B = 30%[57.1 µM] | C = 12%[57.1 µM] | D = -21% | E = -3% | F = 2% | G = -13% | H = 0 | I = 7%

23) Cc1nn(CCCC(=O)NCc2ccccc2)c(=O)c2nn(-c3ccccc3)c(C)c12
  A = 8%&1% | B = 19%[57.1 µM] | C = 3%[57.1 µM] | D = ? | E = -4%&-2% | F = 4%&-19% | G = 5%[56.9 µM] | H = -1&-4 | I = 0%&2%

24) Cc1ccc(C(=O)NNC(=S)NC(=O)COc2ccccc2)cc1
  A = 4% | B = 40µM* | C = 6% | D = ? | E = -2% | F = 4% | G = -44% | H = -3 | I = -1%

25) CC(C)CC#Cc1ccc2c(c1)O[C@H](CN(C)C(=O)Nc1ccccc1)[C@@H](C)CN([C@H](C)CO)S2(=O)=O
  A = -2% | B = · | C = · | D = 2% | E = -4% | F = -11% | G = · | H = -3 | I = -2%

26) COC(=O)CC1Oc2ccccc2N(Cc2ccccc2)C1=O (stereo not given)
  A = -2% | B = 19% | C = -1% | D = -15% | E = -2% | F = -11% | G = 11% | H = -18 | I = 1%

27) Cc1ccccc1NC(=O)CSCCN1C(=O)c2ccccc2C1=O
  A = -3% | B = -8% | C = -3% | D = -30% | E = -5% | F = 1% | G = 7% | H = -10 | I = 5%

28) CCC(C(=O)NC1CCCC1)n1c(SCc2cccc(C)c2)nc2ccncc21 (stereo not given)
  A = 1% | B = 2%[57.1 µM] | C = 3%[57.1 µM] | D = -4% | E = -1% | F = -5% | G = 1% | H = -2 | I = 10%

29) Cc1cc(C)c(Cn2c3ccccc3c3cnn(CC(=O)NCC(C)c4ccccc4)c(=O)c32)c(C)c1 (stereo not given)
  A = -3% | B = 0% | C = 8% | D = 13% | E = 0% | F = -15% | G = -28% | H = -7 | I = -15%

30) Cc1c(OCC(=O)NC(Cc2c[nH]c3ccc(O)cc23)C(=O)O)ccc2c3c(c(=O)oc12)CCC3 (stereo not given)
  A = -3% | B = 0% | C = 2% | D = -14% | E = 0% | F = 7% | G = -35% | H = 19 | I = 13%

Following part:
Results follow in this order: Glioma ERSR ind | rTrxR1 inhibitor | TrxR1 substrate | USP1 inh | Vif-A3G inh | IDH1 R132H inh | RGS4 inh | LDHA inh | Vif-A3F inh
#31 Cc1ccc(CN(Cc2cccn2-c2nnc(N3CCCC3=O)s2)C(=O)Nc2ccc(F)cc2)cc1
→ 1% | 23% | 4% | -15% | 1% | -3% | 2% | -5 | -2%
#32 Cc1ccc(S(=O)(=O)N2CCN(C(=O)CSc3cc(C)ccc3C)CC2)c(C)c1
→ -6% | -5% | -15% | 1% | -1% | -1% | 13% | 4 | -1%
#33 O=C1CC(c2ccccc2)CC(O)=C1C=NCCN1CCNCC1 (stereo not given)
→ -9% | -18% | -5% | -6% | 2% | -5% | 1% | -9 | 3%
#34 CCOC(=O)c1cccc(NC(=O)Cn2cc3c(n2)CCC(C)C3)c1 (stereo not given)
→ 4% | 6%[57.1 µM] | 6%[57.1 µM] | -4% | 1% | -2% | ? | 0 | -4%
#35 CCOc1cc(NC(=O)c2cccs2)c(OCC)cc1NC(=O)c1cccnc1
→ 4% | 12%[57.1 µM] | 0% | -13% | -7% | -4% | 13% | -11 | -4%
#36 CC1CN(S(=O)(=O)c2ccc(C(=O)NC3CCCCC3)cc2)CC(C)O1 (stereo not given)
→ -6% | -22% | -16% | -7% | 3% | 1% | -40% | 0 | 10%
#37 CCN(CC)c1ccc(NC(=O)C2=CC=CN3CCS(=O)(=O)N=C23)cc1
→ -3% | 21% | -6% | -23% | 2% | 8% | -28% | 5 | 4%
#38 O=S(=O)(Nc1cc(F)ccc1F)c1cccc2nsnc12
→ -3% | 10% | -8% | -12% | -1% | -12% | 17% | -3 | 2%
#39 CSc1nc(C)c(CCOC(=O)c2cccc(Cl)c2)c(=O)[nH]1
→ 0% | 28% | 9% | -6% | -6% | 5% | 61%[activator] | -13 | ·
#40 N#CCCN(C(=O)COC(=O)c1n[nH]c2ccccc12)c1ccccc1
→ -1% | -3% | 8% | -13% | 1% | 0% | -17% | -3 | -15%

Compound activity as filed in PubChem.

A portion of the library; count on the stated rates, not on these rows.
